# Screening results deposited in PubChem by several laboratories.
# RAM network inh = inhibitors of the yeast RAM network, primary screen, dse1pr::URA3 reporter, 5-FOA selection; S. cerevisiae dse1pr::URA3 reporter, 5-FOA growth OD615, 2 d; analog-sensitive cbk1-as2 kinase mutant strain; inhibition, % at 50 µM; 190,000 compounds, 1.8% hits;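 active = inhibition above a set limit, 3 SD over mean compound inhibition, cut at about 8.4% in these data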;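 note: 0% = DMSO-only wells with no growth and 100% = 10 µM 1-NA-PP1 full growth; inhibition rescues growth on 5-FOA so higher OD means more RAM inhibition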
# G6PDH counter = L. mesenteroides G6PDH inhibitors, counter-screen for G6PDH-coupled screening assays, biochemical, Leuconostoc mesenteroides enzyme; glucose-6-phosphate dehydrogenase [Leuconostoc mesenteroides]; Purified L. mesenteroides G6PDH, diaphorase/resazurin coupled fluorescence, 45 min; inhibition, % at 5 µM; 200,000 compounds, 0.12% hits
# DTT redox prof = compounds producing H2O2 with reducing agent – biochemical, NIH compound library profiling, artefact control for MLSCN library redox annotation, primary screen | DTT-dependent redox cycling H2O2, phenol red/HRP absorbance; 100% = 100 µM peroxide control, 0% = buffer | activation, % at 10 µM | 200,000 compounds, 0.03% hits | AID 878, 2007;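 active = activation of at least 50% relative to the plate's high and low controls in the primary single-dose screen; inactive = activation below 50%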;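 note: compound incubated with DTT at 0.8 mM final as the reducing agent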
# Hsp70 activator = Hsp70 transcriptional activators, primary screen, cell-based, HeLa, Hsp70 promoter luciferase, luminescence, 10 µM | HeLa Hsp70 promoter luciferase reporter; scaled: vehicle 0, proteasome-inhibitor control 100% | activation, % at 10 µM | 200,000 compounds, 0.04% hits | AID 1203, 2008;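 active = activation above the mean across all tested compounds plus 3 SD, cutoff set per campaign, cut at about 5.5% in these data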;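 note: 100% = MG132 at 30 µM as the positive control and 0% = DMSO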
# Lmaj promast = Leishmania major promastigote growth inhibition, primary screen. 200,000 compounds, 9% hits. inhibition, % at 10 µM. Leishmania major promastigotes, resazurin fluorescence viability;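 note: promastigotes grown with compound for 44 hours at 28 °C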
# PMI act satM6P = human PMI activators, high substrate, primary screen, biochemical, fluorescence intensity, near-saturating mannose 6-phosphate | coupled PMI enzyme assay, resazurin fluorescence, 20 min; active compounds read high; 1 = untreated enzyme, 0 = substrate-free blank | activation factor at 20 µM | 190,000 compounds, 0.34% hits | AID 1216, 2008;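 active = activation factor of 2 or more at 20 µM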
#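 Material: human phosphomannose isomerase with PGI, G6PDH, diaphorase coupling enzymes / Reagent: Man-6-P substrate 1.0 mM / Dosing: single compound dose of 20 µM, 1% DMSO final / Incubation: enzyme reaction with compound 20 min at room temperature / Signal: resorufin fluorescence (Ex 544/Em 590 nm) from resazurin via diaphorase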
# Diaphorase act = compounds boosting diaphorase resazurin reduction – biochemical, uHTS, resorufin fluorescence, counter-screen for diaphorase-coupled primary assays, primary screen; Diaphorase/resazurin coupled assay, 16 min; active compounds read high; 1 = vehicle wells, 0 = NADH-free wells; activation factor at 20 µM; 190,000 compounds, 0.005% hits;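 active = diaphorase activity raised at least twofold by the compound at 20 µM; inactive = activation factor below 2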
#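 Material: purified diaphorase enzyme from Clostridium kluyveri; Also added: 0.114 mM NADH and 0.1 mM resazurin, final amounts; Doses: single compound dose of 20 µM, 1% DMSO final; Times: 16 min enzyme reaction, ambient temperature; Detection: resorufin fluorescence, excitation 544 nm, emission 590 nm; Measure: increased resorufin signal from activators or reducing compounds.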
# PMI activator = activators of human PMI, primary screen, biochemical, fluorescence intensity, near-Km mannose 6-phosphate | Mannose-6-phosphate isomerase (Homo sapiens), P34949 | activation factor at 20 µM | 190,000 compounds, 0.005% hits | purified human PMI, coupled resazurin fluorescence, 20 min; active compounds read high; 1 = vehicle control, 0 substrate-free wells;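 active = activation factor of 2 or more at 20 µM, relative to plate controls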
# TLR4-MyD88 BLA = inhibitors of TLR4-MyD88 association in cells, primary screen, cell-based, HeLa CL3-4, BLA complementation, FRET ratio. Toll-like receptor 4 (Homo sapiens) + Myeloid differentiation primary response protein …. HeLa CL3-4 TLR4/MyD88 BLA complementation. inhibition, % at 8.4 µM. 200,000 compounds, 0.18% hits; in the data active = inhibition above about 25%;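 note: 0% = vehicle and 100% = reference inhibitor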
# Target sequence (O00206 whole entry, looked up): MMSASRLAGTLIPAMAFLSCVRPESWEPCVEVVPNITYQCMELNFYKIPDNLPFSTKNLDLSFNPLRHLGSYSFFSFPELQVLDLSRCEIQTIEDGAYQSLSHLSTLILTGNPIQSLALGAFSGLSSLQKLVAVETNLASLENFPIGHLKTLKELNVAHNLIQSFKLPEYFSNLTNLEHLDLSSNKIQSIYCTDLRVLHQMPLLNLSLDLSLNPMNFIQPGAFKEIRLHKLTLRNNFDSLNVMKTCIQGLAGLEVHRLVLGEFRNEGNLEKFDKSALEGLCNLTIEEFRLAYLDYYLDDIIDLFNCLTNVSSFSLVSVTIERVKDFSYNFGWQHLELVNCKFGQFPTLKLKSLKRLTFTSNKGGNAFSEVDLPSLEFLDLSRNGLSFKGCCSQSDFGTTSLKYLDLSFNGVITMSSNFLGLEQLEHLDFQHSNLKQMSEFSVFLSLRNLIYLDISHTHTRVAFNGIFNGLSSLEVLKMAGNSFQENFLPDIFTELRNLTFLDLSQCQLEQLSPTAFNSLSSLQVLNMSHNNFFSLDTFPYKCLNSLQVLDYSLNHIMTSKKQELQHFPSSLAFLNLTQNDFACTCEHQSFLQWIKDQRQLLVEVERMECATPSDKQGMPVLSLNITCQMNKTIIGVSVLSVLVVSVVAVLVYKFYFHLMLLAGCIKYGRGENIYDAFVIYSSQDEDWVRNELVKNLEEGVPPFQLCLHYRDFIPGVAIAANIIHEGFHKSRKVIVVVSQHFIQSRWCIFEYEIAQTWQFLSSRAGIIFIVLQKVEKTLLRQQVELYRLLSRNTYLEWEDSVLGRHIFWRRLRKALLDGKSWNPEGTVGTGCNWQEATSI
# Target sequence (Q99836 whole entry, looked up): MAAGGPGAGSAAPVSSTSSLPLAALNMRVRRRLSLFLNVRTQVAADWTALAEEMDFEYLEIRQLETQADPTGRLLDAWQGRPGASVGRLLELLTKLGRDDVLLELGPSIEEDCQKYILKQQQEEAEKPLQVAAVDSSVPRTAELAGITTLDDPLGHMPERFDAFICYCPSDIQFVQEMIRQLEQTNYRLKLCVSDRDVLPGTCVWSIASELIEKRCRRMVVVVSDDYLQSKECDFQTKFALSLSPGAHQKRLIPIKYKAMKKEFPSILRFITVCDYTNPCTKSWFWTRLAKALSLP
# S1P3 antagonist = S1P3 receptor antagonists, primary screen, cell-based; Sphingosine 1-phosphate receptor 3 (Homo sapiens), Q99500; 170,000 compounds, 0.27% hits; CHO S1P3 NFAT-BLA reporter, FRET fluorescence, antagonist mode; inhibition, % at 4.98 µM;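 active = inhibition above the plate cutoff, the mean inhibition of test wells on that plate plus 3 SD, cut at about 28% in these data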;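 note: cells challenged with S1P at its EC80 of 0.8 µM; blue over green emission ratio from cleaved BLA substrate after 4 h stimulation; 0% = S1P-stimulated wells and 100% = unstimulated DMSO-only wells; some compounds past the cut are filed as inactive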
# Diaph inh CS = diaphorase inhibitors and chemical oxidizers, primary screen, counter-screen for diaphorase-coupled primary assays, biochemical, uHTS, resorufin fluorescence; diaphorase resazurin-to-resorufin fluorescence, NADH, 16 min; bacterial (C. kluyveri) enzyme, not human; inhibition, % at 20 µM; 190,000 compounds, 0.69% hits;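 active = primary screen inhibition at 20 µM above a set limit, cut at about 50% in these data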;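 note: plate controls were DMSO with full reaction for no effect and wells lacking NADH for full effect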
#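 System: Diaphorase enzyme from Clostridium kluyveri | Amount: Enzyme working solution with 0.14 U/mL diaphorase | Benchmarks: No-NADH positive control and DMSO neutral control | Signal: Fluorescence of resorufin formed from resazurin, Ex 544/Em 590 nm | Schedule: 16-min room-temperature incubation before reading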
# Starred values were filed as active, the others as inactive; · = not tested or not shown. Cut-off read from the data, not from the text of the source, unless noted: active = inhibition above about 50%; inactive = the rest.
1) O=C(NCC1CCCO1)c1ccc(CS(=O)(=O)c2ccc(Cl)cc2)o1 (stereo unspecified)
2) Fc1ccc(Cn2nnnc2C(c2cccs2)N2CCN(C3CCCCC3)CC2)cc1 (stereo unspecified)
3) CCCCCCOc1ccc(/C=c2\s/c(=C(/C#N)C(=O)NCc3ccco3)n(-c3ccccc3)c2=O)cc1
4) CCOc1ccccc1C1CC(=O)Nc2cc3c(cc21)OCCO3 (stereo unspecified)
5) O=c1c(N2CCCCC2)coc2ccccc12
6) COc1ccc(C)cc1NC(=S)N1CCN(S(C)(=O)=O)CC1
7) COC(=O)c1ccc(C2C(C(=O)OC(C)C)=C(C)N=C3SCCC(=O)N32)cc1 (stereo unspecified)
8) Cc1c(C(=O)N2CCOCC2)[nH]c2c1C(=O)CC(c1ccccc1Cl)C2 (stereo unspecified)
Screen / compound no.	1	2	3	4	5	6	7	8
RAM network inh	0.2	0.8	6.4	3.0	0.9	0.4	·	-0.8
G6PDH counter	8	16	6	8	3	9	8	-4
DTT redox prof	0.0	0.6	0.8	-3.2	-0.1	0.1	·	0.4
Hsp70 activator	-0.2	0.0	-0.5	0.0	-0.2	-0.4	·	-0.5
Lmaj promast	-5	15	50	17	1	-9	·	0
PMI act satM6P	1	1	1.1	0.9	2*	0.9	0.9	1
Diaphorase act	1	1	1	0.8	0.9	0.9	0.7	0.9
PMI activator	1.1	0.9	1.1	0.9	1.5	0.9	0.9	1
TLR4-MyD88 BLA	7	-5	3	3	2	-1	·	-6
S1P3 antagonist	·	-6	1	27	·	0	1	14
Diaph inh CS	2	1	4	24	6	10	28	12

# Ordered by value in PMI act satM6P (low to high): three of the compounds above
no.	Compound	PMI act satM6P
7	COC(=O)c1ccc(C2C(C(=O)OC(C)C)=C(C)N=C3SCCC(=O)N32)cc1 (stereo unspecified)	0.9
2	Fc1ccc(Cn2nnnc2C(c2cccs2)N2CCN(C3CCCCC3)CC2)cc1 (stereo unspecified)	1
5	O=c1c(N2CCCCC2)coc2ccccc12	2*

# (cont.)
9) Fc1ccc(-c2nnc(CN3CCN(c4ncc(C(F)(F)F)cc4Cl)CC3)o2)cc1
10) COC(=O)c1[nH]c2ccc(C)cc2c1NC(=O)CN1CCc2cc(OC)c(OC)cc2C1
11) CC(=O)c1cccc(NC(=O)CC2Oc3ccc(C)cc3NC2=O)c1 (stereo unspecified)
12) CC(C)CNC(=O)COC(=O)c1cc(S(=O)(=O)N2CCCCC2)ccc1N1CCOCC1
13) CC(=O)c1ccc(CCCCCCCCCC(=O)O)s1
14) COc1ccc(C(=O)Nc2ccc(Cl)cn2)cc1Cl
15) CCNC(=O)n1cc(-n2cncn2)c(-c2ccc(Cl)cc2)n1
16) O=C(Nc1c2c(nn1-c1ccccc1)CS(=O)C2)c1ccc(S(=O)(=O)N2CCOCC2)cc1 (stereo unspecified)
Screen / compound no.	9	10	11	12	13	14	15	16
RAM network inh	1.7	0.5	2.6	3.2	2.3	5.0	-0.6	2.2
G6PDH counter	-30	0	1	10	8	5	2	1
DTT redox prof	0.1	3.3	-1.2	-0.3	-5.6	0.1	-1.3	-1.1
Hsp70 activator	-0.3	-0.3	-0.4	0.1	-0.1	0.2	-0.3	-0.2
Lmaj promast	-1	8	1	-7	-7	10	3	5
PMI act satM6P	0.9	0.9	1	1.2	1	0.9	1.1	1
Diaphorase act	0.8	0.8	0.9	1.1	0.9	0.8	1	1
PMI activator	0.9	1	1	1.1	1.1	0.9	1.1	1
TLR4-MyD88 BLA	-1	-8	9	9	2	1	12	8
S1P3 antagonist	14	-16	-4	·	·	-21	7	-15
Diaph inh CS	16	15	14	-10	5	17	0	0

17) Cc1nc2ccccc2n1CCc1nc2c3ccccc3nc(=S)n2[nH]1
18) O=C(O)CNC(=O)C(Cc1ccccc1)NC(=O)OCc1ccccc1 (stereo unspecified)
19) CCOC(=O)C1=C(O)CSC1=Nc1cccc(Cl)c1
20) COc1cc(/C=N\NC(=O)CNC(=O)C2COc3ccccc3O2)ccc1O (stereo unspecified)
21) C/C(=N\Nc1ccc(F)cc1F)c1cccs1
22) CCCCNC(=S)N=Nc1c(O)[nH]c2ccccc12
23) CC(=O)c1ccc(NC(=S)NC(=O)CC(C)C)cc1
24) O=C(COC(=O)c1cccs1)NCCC1=CCCCC1
Screen / compound no.	17	18	19	20	21	22	23	24
RAM network inh	1.2	4.2	1.6	-0.4	-0.8	1.4	0.9	1.4
G6PDH counter	-1	1	-8	-11	0	6	6	-5
DTT redox prof	-0.1	-0.1	0.7	0.1	0.0	-2.0	-0.3	0.6
Hsp70 activator	-0.3	-0.2	-0.2	-0.3	0.1	-0.3	-0.1	-0.1
Lmaj promast	-4	-8	-5	0	-7	21	-5	-6
PMI act satM6P	1	1.1	1	1	1.6	1	1	1
Diaphorase act	0.1	1	0.9	0.9	0.8	0.9	0.9	1
PMI activator	1	1.1	1	0.9	1.5	0.9	1	1
TLR4-MyD88 BLA	4	-3	-1	-14	-1	-3	2	-6
S1P3 antagonist	·	0	-33	-17	12	-8	11	16
Diaph inh CS	89*	5	14	7	17	9	14	-4

25) Cc1ccc(OCCc2csc(N)n2)cc1
26) Cc1ccc(Cn2nnnc2CN2CCC(O)(c3ccc(F)cc3)CC2)cc1
27) O=[N+]([O-])c1ccc(N2CCN(S(=O)(=O)c3ccccc3)CC2)cc1NCc1ccco1
28) FC(F)(F)c1ccc(Oc2ccc3c(C(F)(F)F)cc(C(F)(F)F)nc3n2)cc1
29) COc1cc(/C=N/NC(=O)c2ccncc2)ccc1OC(=O)c1ccccc1Cl
30) Cc1cc(-n2cccn2)ccc1CN1CCN(C2CCCC2)C(CCO)C1 (stereo unspecified)
31) Fc1ccc(CN2C3=NCCCN3c3ccccc32)cc1
32) Oc1ccc(-n2cnnn2)cc1
Screen / compound no.	25	26	27	28	29	30	31	32
RAM network inh	1.7	0.9	3.9	6.5	1.1	0.5	5.0	1.2
G6PDH counter	2	4	-3	0	3	14	0	1
DTT redox prof	-0.8	-3.9	0.8	1.7	-0.1	1.1	0.3	-2.6
Hsp70 activator	0.1	0.3	0.0	-0.3	-0.5	0.2	-0.1	0.0
Lmaj promast	11	17	6	-5	0	64*	-3	-5
PMI act satM6P	1	1.1	0.7	1	1	1	1.1	1.1
Diaphorase act	1	1.1	0.8	0.9	0.8	1	0.9	1
PMI activator	1	1	0.8	1	1	1	1.1	1.1
TLR4-MyD88 BLA	1	1	0	-4	-3	7	-3	7
S1P3 antagonist	-12	-5	-2	·	-3	9	-5	·
Diaph inh CS	1	-7	16	14	15	-1	11	-1

33) CCc1nnc(NC(=O)CSc2nc3c(cc2C#N)CCC3)s1
34) CCN(CC)S(=O)(=O)c1cc(C(=O)O)ccc1Cl
35) Cc1cccc(C2c3[nH]c4ccccc4c3CCN2C(=O)c2cc(-c3cccn3C)n[nH]2)n1 (stereo unspecified)
36) CCCOc1ccc(N2C(=O)CC(N(CCc3ccc(OC)cc3)C(=O)/C=C/C(=O)O)C2=O)cc1 (stereo unspecified)
37) CC1=[N+]([O-])C(C)(C)C(C)N(O)C1=O (stereo unspecified)
38) COc1cc(-c2csc(C)n2)ccc1O
39) CCC1(C(=O)OC)NC(c2ccco2)C2C(=O)N(c3ccccc3)C(=O)C21 (stereo unspecified)
40) CCNC(=S)Nc1cccc(F)c1C
Screen / compound no.	33	34	35	36	37	38	39	40
RAM network inh	2.0	2.7	2.0	1.0	1.0	0.7	2.0	1.8
G6PDH counter	-2	0	5	13	6	1	13	3
DTT redox prof	2.9	2.5	0.0	-0.1	1.9	-0.4	2.5	-0.2
Hsp70 activator	0.1	-0.3	0.1	-0.1	-0.2	-0.3	-0.4	0.2
Lmaj promast	4	-5	71*	-6	0	-3	-1	-7
PMI act satM6P	0.9	1.1	0.9	0.9	0.9	1	0.9	0.9
Diaphorase act	0.9	1.1	0.6	0.9	0.8	1	0.9	1
PMI activator	0.9	1	0.8	0.9	0.9	1	1	0.9
TLR4-MyD88 BLA	-1	5	-2	0	6	1	-11	6
S1P3 antagonist	6	-8	-7	-3	-14	-6	-8	-24
Diaph inh CS	11	-6	37	13	16	5	13	4

41) CCn1c(CSc2nc3ccccc3s2)nnc1SCC(=O)c1ccc(Cl)cc1
42) COc1ccc(C)cc1NC(=O)C1CCCN(S(=O)(=O)c2cccc3nonc23)C1 (stereo unspecified)
43) O=C(/C=C/c1ccccc1Cl)NCCN1CCOCC1
44) CCn1cc([C@@H]2C[C@H]3CN(Cc4cccc(Cl)c4)C(=O)[C@]34CCCN24)c(C)n1
45) CCCC(c1nnnn1Cc1cccs1)N1CCN(c2nc3ccccc3s2)CC1 (stereo unspecified)
46) O=C(N/N=C/c1ccc(O)c(O)c1)c1cccc(S(=O)(=O)N2CCCCC2)c1
Screen / compound no.	41	42	43	44	45	46
RAM network inh	4.3	3.2	0.3	-0.3	1.3	-0.1
G6PDH counter	-3	-2	2	4	16	8
DTT redox prof	0.2	-0.6	-4.9	-0.4	-0.3	-0.2
Hsp70 activator	-0.2	-0.3	-0.1	-0.4	-0.1	-0.3
Lmaj promast	-2	-4	28	-1	97*	10
PMI act satM6P	1	1	1.1	0.7	1	1.1
Diaphorase act	0.9	0.9	1	0.8	0.8	0.6
PMI activator	1	1	1.1	0.9	0.9	0.8
TLR4-MyD88 BLA	-4	5	-7	-6	-3	4
S1P3 antagonist	·	-19	·	0	22	-10
Diaph inh CS	10	11	4	22	19	37
